Mcl1-Noxa inh – Mcl-1/Noxa interaction inhibition | Q07820 | TR-FRET Mcl-1/Noxa peptide binding, 2 h | inhibition, % at 21.7 µM | hit rate 1.5% among 220,000;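 active = compounds that cut the protein-peptide binding signal by more than 50% relative to plate controls in a single-dose test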;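 note: His-tagged Mcl-1 with rhodamine Noxa BH3 peptide and terbium anti-His antibody; 0% = Mcl-1 plus Noxa peptide wells and 100% = peptide-only wells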
Target sequence (Q07820 whole entry, looked up): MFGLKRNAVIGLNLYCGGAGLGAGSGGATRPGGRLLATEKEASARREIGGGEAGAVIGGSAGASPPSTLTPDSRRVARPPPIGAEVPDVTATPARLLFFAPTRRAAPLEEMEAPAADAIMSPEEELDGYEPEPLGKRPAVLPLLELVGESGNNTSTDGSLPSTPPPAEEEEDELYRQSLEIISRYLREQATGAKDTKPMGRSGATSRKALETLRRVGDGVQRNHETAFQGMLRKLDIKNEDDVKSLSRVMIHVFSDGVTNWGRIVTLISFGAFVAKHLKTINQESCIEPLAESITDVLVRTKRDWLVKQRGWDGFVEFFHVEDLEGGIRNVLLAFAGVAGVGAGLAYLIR
Rac1 wt modul – alters GTP binding to wildtype human Rac1 | P63000 | GST-Rac1 beads, fluorescent GTP binding, flow cytometry; actives lie on both sides; 0 = cold GTP competed, 100 = untreated | GTP binding activity (% of control), % at 10 µM | hit rate 0.27% among 190,000;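 active = GTP binding activity at least 20 points away from the 100% control level, either lower or higher; inconclusive = compound flagged as likely green fluorescent, judged across all proteins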
Rab7 wt GTP bind – alters GTP binding to wildtype dog Rab7; GST-Rab7 beads, fluorescent GTP binding, flow cytometry; actives lie on both sides; untreated = 100%, excess cold GTP = 0%; GTP binding activity (percent of control), % at 10 µM; hit rate 0.055% among 190,000;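 active = fluorescent GTP binding to Rab7 beads changed by at least 20 points from the 100% baseline, either direction, mostly lower; inconclusive = compound itself probably fluorescent, or too few beads counted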;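 note: median green fluorescence of bound Bodipy-FL-GTP per Rab7 bead population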
HRas wt GTP – human HRas wildtype GTP binding, change in either direction. AID 759. hit rate 0.14% among 190,000. GST-Ras wt beads, Bodipy-FL-GTP binding, flow cytometry; actives lie on both sides. GTP binding activity, % at 10 µM;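 active = GTP binding activity at least 20% away from the 100% baseline, either lowered as inhibitor or raised as activator; inconclusive = flagged as likely green fluorescent, judged across all proteins in the well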;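 note: 0% = unlabeled GTP competition control and 100% = no-compound control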
Target sequence (P01112 whole entry, looked up): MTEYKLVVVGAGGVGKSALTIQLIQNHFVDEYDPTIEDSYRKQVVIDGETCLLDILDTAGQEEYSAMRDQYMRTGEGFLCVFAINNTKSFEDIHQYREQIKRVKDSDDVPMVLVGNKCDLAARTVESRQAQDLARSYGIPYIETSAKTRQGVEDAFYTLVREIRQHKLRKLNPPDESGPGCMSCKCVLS
GSH bead fluor – GSH bead compound fluorescence profile. GSH beads flow cytometry, compound fluorescence 488/530 nm; hits give high values. fluorescence (KMESF) at 10 µM. AID 1776. hit rate 0.25% among 190,000; in the data active = fluorescence above about 89;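 note: glutathione beads carrying GST-tagged Bcl family fusion proteins plus one bare bead set; values are compound well signal with DMSO vehicle wells as background; inactives centre near 16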
Rac1 mut GTP – human Rac1 activated mutant GTP binding change; AID 764; hit rate 0.11% among 190,000; percent activity (GTP binding), % at 10 µM; GST-Rac1 activated beads, fluorescent GTP binding, flow cytometry; actives lie on both sides; 100% means binding = to untreated wells; P63000;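 active = GTP binding at least 20 percentage points away from the 100% baseline, in either direction, so actives lie on both sides; inconclusive = Compound likely fluorescent itself, or too few beads counted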
Cdc42 wt GTP – human Cdc42 wildtype GTP binding change, either direction; P60953; percent activity (GTP binding), % at 10 µM; GST-Cdc42 beads, Bodipy-GTP binding, flow cytometry; actives lie on both sides; hit rate 0.2% among 190,000;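 active = percent activity GTP binding at least 20 points away from the 100% baseline, either down as inhibitor or up as activator; inconclusive = compound flagged as likely green fluorescent from well-wide comparison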;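 note: median bead fluorescence of bound Bodipy-FL-GTP at 100 nM; 0% = excess unlabeled GTP control and 100% = no compound control; below 100% means less GTP binding so inhibitor and above means activator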
Target sequence (P60953 whole entry, looked up): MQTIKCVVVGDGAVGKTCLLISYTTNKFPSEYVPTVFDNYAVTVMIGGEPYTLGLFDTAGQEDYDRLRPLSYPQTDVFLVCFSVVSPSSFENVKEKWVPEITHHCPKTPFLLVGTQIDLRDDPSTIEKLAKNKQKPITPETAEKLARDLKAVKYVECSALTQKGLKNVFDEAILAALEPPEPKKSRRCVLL
Mcl1 Bid PPI – Mcl-1/Bid interaction inhibition. TR-FRET Mcl-1/Bid-Dy647 peptide binding, 1536-well. inhibition, % at 21.7 µM. hit rate 0.97% among 220,000. AID 1021;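 active = compounds that cut the binding signal by more than half at the single screening dose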;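 note: His-tagged Mcl-1 with europium anti-His antibody binding Bid BH3 peptide; 0% = Mcl-1 plus peptide wells and 100% = peptide-only wells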
Avidin bead fluor – compound fluoresces at 488/530 nm on avidin beads | AID 1775 | compound fluorescence 488/530 nm, flow cytometry; hits give high values | hit rate 0.38% among 220,000 | fluorescence (KMESF) at 10 µM; in the data active = fluorescence above about 47; note: inactives centre near 10
Rab2 wt GTP – changes GTP binding to wildtype dog Rab2A, up or down; P61105; GST-Rab2 wt beads, Bodipy-GTP binding, flow cytometry; GTP binding activity, % at 10 µM; hit rate 0.19% among 190,000; AID 760;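 active = GTP binding activity at least 20 points away from 100%, either lowered or raised; inconclusive = signal likely due to the compound's own green fluorescence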;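 note: 0% = beads with excess unlabeled GTP and 100% = no-compound control corrected for plate trend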
Pf gametocyte – kills late stage P. falciparum gametocytes. P. falciparum stage V gametocytes, ATP luminescence, 24 h. hit rate 0.065% among 150,000. inhibition, % at 10.9 µM. AID 743093;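 active = inhibition above the mean plus 3 SD of compounds within the control limits, set per campaign, cut at about 38% in these data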;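 note: 0% = DMSO wells and 100% = medium only without gametocytes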
* marks the source's active call; other numbers are inactive results; ? = inconclusive; nt = no result given.

SMILES | Mcl1-Noxa inh | Rac1 wt modul | Rab7 wt GTP bind | HRas wt GTP | GSH bead fluor | Rac1 mut GTP | Cdc42 wt GTP | Mcl1 Bid PPI | Avidin bead fluor | Rab2 wt GTP | Pf gametocyte
O=C(NCSc1ccnc(SCNC(=O)c2ccccc2)n1)c1ccccc1 | -33.1 | 99.0 | 100.0 | 99.0 | 10 | 99.0 | 98.0 | -43.1 | 21 | 101.0 | nt
Cc1ccccc1OCC(=O)NCCc1nc2ccccc2[nH]1 | 2.9 | 100.0 | 93.0 | 96.0 | 24 | 97.0 | 101.0 | -9.0 | 20 | 96.0 | -15.9
COc1ccc(N2C(=S)N=C(Nc3ccccc3)C23CCCCC3)cc1 | -11.7 | 100.0 | 103.0 | 98.0 | 10 | 97.0 | 100.0 | -26.3 | 13 | 101.0 | -9.8
C/C(=N/Nc1ccc(C(=O)O)cc1)c1ccc(O)c(O)c1O | 17.0 | 81.0 | 89.0 | 85.0 | 3 | 91.0 | 92.0 | -35.4 | 1 | 83.0 | nt
Cc1ccccc1C(=O)Nc1sc2c(c1C(=O)O)CCC2 | -0.6 | 98.0 | 95.0 | 95.0 | 30 | 93.0 | 93.0 | -9.8 | 10 | 93.0 | 16.6
Cc1sc2ncnc(Nc3ccc(N4CCOCC4)cc3)c2c1-c1ccccc1 | 20.9 | 103.0 | 102.0 | 101.0 | 20 | 100.0 | 97.0 | -36.5 | 15 | 99.0 | 0.1
CS/C(=N\S(=O)(=O)c1cccs1)Nc1ccc(F)c(Cl)c1 | 9.6 | 101.0 | 100.0 | 102.0 | 20 | 100.0 | 100.0 | -3.0 | 13 | 102.0 | 58.5*
N#Cc1ccc(CSc2nnc(-c3c[nH]c4ccccc34)n2-c2ccccc2)cc1 | 16.9 | 95.0 | 100.0 | 96.0 | 11 | 91.0 | 94.0 | -3.1 | 23 | 96.0 | 6.9
O=C1CC(c2cc3c(cc2Br)OCO3)C2=C(CCCC2=O)N1 (stereo not given) | -3.2 | 96.0 | 99.0 | 98.0 | 12 | 96.0 | 100.0 | -10.2 | 39 | 96.0 | -7.3
c1ccc(CNc2nc(CN3CCOCC3)nc3scc(-c4ccccc4)c23)cc1 | 22.1 | 105.0 | 96.0 | 101.0 | 11 | 102.0 | 101.0 | -30.0 | 6 | 99.0 | -17.3
COc1ccc(/C(O)=C2/C(=O)C(=O)N(CCN(C)C)C2c2ccc(F)cc2)cc1Cl (stereo not given) | -0.7 | 101.0 | 100.0 | 103.0 | 20 | 100.0 | 104.0 | -46.9 | 8 | 102.0 | nt
Cn1c(NC(=O)c2cccc(Cn3cc(Cl)cn3)c2)nc2ccccc21 | -11.9 | 103.0 | 104.0 | 107.0 | 23 | 100.0 | 107.0 | -30.4 | 15 | 108.0 | nt
CC[C@H](C)[C@H](NC(N)=O)C(=O)NCCc1ccc(Cl)cc1 | 2.9 | ? | ? | ? | 15 | ? | ? | -6.4 | 21 | ? | -28.0
Cn1cnnc1SC/C(O)=C(\C#N)c1nc2ccccc2[nH]1 | 29.0 | 104.0 | 100.0 | 100.0 | 11 | 98.0 | 102.0 | 19.1 | 7 | 101.0 | -24.4
Cc1ccc(C(=O)N2NC(c3ccc(F)cc3)C3C(=O)N(c4ccc(C)c(C)c4)C(=O)C32)cc1 (stereo not given) | -7.1 | 107.0 | 96.0 | 101.0 | 16 | 98.0 | 102.0 | 10.1 | nt | 98.0 | nt
CC(C(=O)Nc1ccccc1-c1ccccc1)N1CCCCC1 (stereo not given) | 9.8 | ? | ? | ? | 23 | ? | ? | -9.2 | 11 | ? | nt
CCOC(=O)C1=C(CN2CCSCC2)NC(=O)NC1c1cc(C)ccc1C (stereo not given) | -159.6 | 102.0 | 101.0 | 102.0 | 32 | 100.0 | 101.0 | 9.5 | 9 | 104.0 | nt
CCNC(=O)CN(C1CCCCC1)S(=O)(=O)c1ccc(F)cc1 | 3.0 | 98.0 | 98.0 | 97.0 | 19 | 95.0 | 97.0 | -7.6 | 26 | 96.0 | nt
CC(C)=CC(=O)Nc1nnc(-c2ccc(F)cc2)s1 | 0.8 | 99.0 | 101.0 | 101.0 | 18 | 97.0 | 101.0 | -5.0 | 71* | 101.0 | nt
COc1ccc(N=C(N)SCc2ccccn2)cc1 | 42.4 | 105.0 | 105.0 | 100.0 | 11 | 96.0 | 101.0 | 67.4* | 3 | 100.0 | nt
CSCCC(NC(=O)C12CC3CC(CC(C3)C1)C2)C(=O)OCC(=O)c1ccccc1 (stereo not given) | 25.3 | 102.0 | 99.0 | 100.0 | 12 | 97.0 | 99.0 | -7.2 | 10 | 100.0 | -10.9
CC(=O)Nc1c(C)ccc2nsnc12 | -12.5 | 100.0 | 99.0 | 98.0 | 32 | 96.0 | 100.0 | 11.2 | 5 | 99.0 | -25.5
C=CCNC(=O)c1onc(CSc2ccc(OC)cc2)c1C(=O)O | 14.7 | 93.0 | 94.0 | 95.0 | 36 | 91.0 | 95.0 | 25.3 | 10 | 91.0 | 13.0
COC(=O)Cn1nc(-c2ccccc2)c2ccccc2c1=O | 14.1 | 107.0 | 98.0 | 100.0 | 29 | 99.0 | 102.0 | 4.2 | 27 | 101.0 | nt
CCOC(=O)C1CCN(Cc2ccccc2C(F)(F)F)CC1 | 33.5 | 104.0 | 95.0 | 99.0 | 16 | 97.0 | 100.0 | 21.3 | 5 | 99.0 | 19.4
Cc1cccc(C(=O)N[C@H](C(=O)Nc2nnc(C3CC3)s2)C(C)C)c1 | 8.2 | 104.0 | 97.0 | 98.0 | 19 | 99.0 | 99.0 | 8.1 | 2 | 96.0 | nt
Cc1cc2occ(CC(=O)O)c2cc1C | 12.0 | nt | nt | nt | 234* | nt | nt | -20.2 | 7 | nt | 1.6
CCOC(CNC(=O)c1nnc(Cc2cc(OC)c(OC)c(OC)c2)o1)OCC | 3.8 | 104.0 | 106.0 | 103.0 | 20 | 97.0 | 106.0 | -3.3 | 10 | 102.0 | -10.4
CCOc1cc(CNc2ccc3cn[nH]c3c2)ccc1OC | 22.5 | 105.0 | 101.0 | 102.0 | 15 | 99.0 | 101.0 | 17.6 | 6 | 101.0 | nt
CCSC1=NC(C)(C)C=C(/C=C/c2ccc(Cl)cc2Cl)N1 | -10.7 | 107.0 | 104.0 | 102.0 | 52 | 96.0 | 98.0 | -17.6 | 12 | 100.0 | -4.8
CN(C)/N=C/c1ccc(OS(=O)(=O)c2ccccc2)cc1 | 4.1 | 100.0 | 101.0 | 99.0 | 13 | 96.0 | 100.0 | -66.4 | 14 | 99.0 | -1.4
COc1ccc(-n2cc(CNCCCn3ccnc3)c(-c3cccc(F)c3)n2)cc1 | 10.9 | 99.0 | 98.0 | 95.0 | 14 | 97.0 | 93.0 | -31.3 | 14 | 96.0 | -1.0
Cc1nc(NC(CC(C)C)C(=O)O)c2nc(C)oc2n1 (stereo not given) | 13.5 | 108.0 | 106.0 | 105.0 | 12 | 102.0 | 108.0 | -0.8 | 7 | 107.0 | nt
CC(=O)c1c(C)c[nH]c1C | -13.4 | 102.0 | 104.0 | 105.0 | 17 | 100.0 | 104.0 | -22.6 | 8 | 103.0 | nt
O=C(O)c1ccc(COc2ccccc2Cl)cc1 | -7.3 | 110.0 | 105.0 | 105.0 | 17 | 105.0 | 107.0 | -1.3 | 30 | 106.0 | nt
CC(=O)[C@@H]1[C@@H]2C(=O)N(C3CCCCC3)C(=O)[C@@H]2C2c3ccccc3C=CN21 (stereo not given in full) | 19.3 | ? | ? | ? | 21 | ? | ? | -28.6 | 19 | ? | nt
CCN1CCN(CC(=O)c2cc(OC)c(OC)c(OC)c2)CC1 | -0.2 | 101.0 | 105.0 | 98.0 | 10 | 96.0 | 97.0 | -11.0 | 15 | 99.0 | 8.6
Cc1cc(/C=C2\SC(N)=NC2=O)c(C)n1-c1ccccc1 | 12.5 | 94.0 | 98.0 | 97.0 | 57 | 94.0 | 97.0 | -36.9 | 7 | 94.0 | nt
CNc1oc(-c2ccco2)nc1C#N | 4.8 | 102.0 | 101.0 | 101.0 | 16 | 98.0 | 104.0 | -7.3 | 36 | 100.0 | nt
COC(=O)c1ccc(CSc2nnc(CNC(=O)c3cccs3)o2)o1 | 4.1 | 102.0 | 96.0 | 99.0 | 18 | 100.0 | 100.0 | -5.3 | 7 | 98.0 | nt
CC(=O)c1ccc(NC(=S)N2CCC(O)CC2)cc1 | 2.6 | 103.0 | 101.0 | 102.0 | 11 | 97.0 | 102.0 | -37.4 | 10 | 101.0 | 9.1
Cc1ccc(C(=O)NNC(=O)C2CCN(S(=O)(=O)c3ccc(Cl)cc3)CC2)cc1 | 0.6 | 104.0 | 106.0 | 105.0 | 13 | 101.0 | 101.0 | -21.2 | 6 | 101.0 | -3.5
Oc1cccc(/C=N\Nc2nncc(-c3ccccc3)n2)c1 | 23.8 | 102.0 | 99.0 | 98.0 | 11 | 96.0 | 98.0 | 0.7 | 14 | 97.0 | -31.6
CCOC(=O)c1cccc(COC(=O)c2cccc(-c3nnc(-c4ccccc4)o3)c2)c1 | 7.1 | 101.0 | 101.0 | 96.0 | 10 | 95.0 | 95.0 | -9.5 | 6 | 95.0 | -18.5
CC(/C=C/c1ccccc1)=N\NC(=O)CNC(=O)c1ccccc1Cl | -0.1 | 103.0 | 98.0 | 102.0 | 12 | 103.0 | 101.0 | -20.3 | 11 | 101.0 | nt
COCC(C)NC(=O)NC(=O)c1ccc(Cl)cc1 (stereo not given) | -1.3 | 96.0 | 98.0 | 97.0 | 54 | 94.0 | 98.0 | -26.4 | 12 | 93.0 | nt
CC1(C)CC(=O)C=C(Nc2ccccc2NC(=O)c2cnccn2)C1 | -1.8 | 94.0 | 93.0 | 95.0 | 24 | 95.0 | 97.0 | -17.2 | 13 | 95.0 | 8.5
CN1CCN(CCCNC(=O)Cn2nc(-c3ccccc3)ccc2=O)CC1 | 10.1 | 106.0 | 105.0 | 105.0 | 46 | 101.0 | 106.0 | -3.6 | 4 | 108.0 | nt
C=C(C)Cn1c(SCC#N)nc2ccccc2c1=O | -0.1 | 95.0 | 93.0 | 95.0 | 30 | 92.0 | 94.0 | 1.4 | 7 | 93.0 | -10.6
CC(C)C[C@@H](CN(N=O)[C@@H](Cc1ccccc1)CN(C)N=O)N(CCc1ccccc1)N=O | -2.6 | 98.0 | 105.0 | 97.0 | 20 | 96.0 | 96.0 | -5.9 | 5 | 97.0 | 23.3
CCN(CCCNC(=O)CCn1c(=O)[nH]c2ccsc2c1=O)c1ccccc1 | 18.7 | 99.0 | 105.0 | 101.0 | 33 | 98.0 | 99.0 | -55.8 | 25 | 98.0 | 13.2
